From PubChem
HIF-2a block – blocks HIF-2a reporter activity; 786-0 RCC cells HIF-2a reporter, luciferase luminescence, overnight; inhibition, % at 18.8 µM; hit rate 0.72% among 360,000; AID 624352;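 active means inhibition of the luminescence signal of 40% or more relative to plate controls, in a single-dose primary screen at 18.75 µM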
NR2E3 ag-1 – human photoreceptor-specific nuclear receptor agonism. Q9Y5X4. CHO-S Gal4-NCOR/VP16-NR2E3 two-hybrid, luciferase. inhibition of corepressor binding, % at 3.98 µM. hit rate 0.35% among 360,000. AID 602229;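 active means inhibition above the mean of all tested compounds plus 3 SD, cut at about 70% in these data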;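 further: 0% = DMSO with NR2E3 transfected cells and 100% = cells lacking NR2E3 construct; higher means lower luciferase signal from less NR2E3 corepressor binding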
PDI turbidity – PDI (human) enzyme inhibition. inhibition, % at 10 µM. AID 588391. P07237. PDI insulin aggregation turbidity, A650, 90 min. hit rate 0.052% among 350,000;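 active means mean inhibition across replicates of 30% or more, whatever share of single replicates reach that level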;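 further: absorbance from insulin aggregation driven by PDI reduction with DTT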
Target sequence (P07237 whole entry, looked up): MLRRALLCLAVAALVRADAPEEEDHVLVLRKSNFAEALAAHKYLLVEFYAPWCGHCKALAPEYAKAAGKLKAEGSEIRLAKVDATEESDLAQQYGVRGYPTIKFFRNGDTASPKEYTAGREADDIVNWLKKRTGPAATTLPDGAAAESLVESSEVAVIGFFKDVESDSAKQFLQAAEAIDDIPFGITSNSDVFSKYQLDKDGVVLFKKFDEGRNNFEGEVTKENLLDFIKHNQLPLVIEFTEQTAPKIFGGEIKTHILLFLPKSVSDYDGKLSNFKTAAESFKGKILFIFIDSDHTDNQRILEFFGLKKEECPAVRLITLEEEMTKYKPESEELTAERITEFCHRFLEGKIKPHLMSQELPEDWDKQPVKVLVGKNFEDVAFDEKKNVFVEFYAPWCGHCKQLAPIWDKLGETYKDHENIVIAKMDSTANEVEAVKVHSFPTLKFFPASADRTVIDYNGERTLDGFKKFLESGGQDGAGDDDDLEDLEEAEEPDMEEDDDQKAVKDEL
Peg3 promoter – inhibitors of Peg3 promoter | hit rate 1.7% among 360,000 | inhibition, % at 20 µM | HeLa PEG-Prom luciferase reporter, luminescence, overnight;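 active means inhibition of at least 50% at 20 µM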
Shn3 3UTR inh – inhibitors of Schnurri-3 3'UTR reporter in osteoblasts | Clone20 osteoblast Shn3 3'UTR firefly luciferase, 24 h | inhibition, % at 12.5 µM | hit rate 0.52% among 360,000 | AID 588674;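 active means mean inhibition of at least 75% with every replicate also reaching 75%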;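 further: 0% = median of neutral control wells and 100% = pilot-screen positive control compound; some compounds past the cut are filed as inactive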
iPSC survival up – enhancers of human iPSC single-cell survival; hiPSC single-cell survival, ATPlite luminescence; 100% = ROCK inhibitor wells, 0% = DMSO; hit rate 0.044% among 360,000; survival enhancement, % at 20 µM; in the data active means survival enhancement above about 18%;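 further: cells exposed to compounds for 16 hours before the ATP read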
CaV13 FRET inh – Primary screen for inhibitors of IQ motif and Ca2+-dependent inactivation inhibitor domain binding in CACNA1D, Förster resonance energy transfer in living cells, …; inhibition, % at 12.3 µM; hit rate 0.098% among 340,000; HEK cells, CFP/YFP FRET ICDI-IQ, plate reader, 10 min; percent FRET-ratio fall versus neutral wells;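 active means mean replicate inhibition of at least 30% and at least 1% of replicates passing that level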;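 further: 0% = median of the neutral control wells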
NR2E3 ag-2 – agonists of human nuclear receptor NR2E3 | Q9Y5X4 | GST-NR2E3/biotin-RetCOR TR-FRET, 1536-well | inhibition of corepressor binding, % at 4.78 µM | hit rate 0.12% among 320,000 | AID 2300;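 active means percent inhibition above the cutoff of mean plus 3 SD of all tested compounds, set per screening campaign, cut at about 20% in these data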;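 further: 0% = DMSO wells and 100% = biotin wells as full block of FRET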
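system = GST-tagged NR2E3 plus biotinylated RetCOR corepressor | input = 1.35 nM GST-NR2E3 | also added = 7 nM biotin-RetCOR | schedule = 5 h incubation at 4 °C | measured by = TR-FRET with europium anti-GST and streptavidin-D2, 340 nm excitation | read-out = percent loss of FRET ratio relative to control wells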
Cardio protect – modulators protecting cardiomyocytes from myocardial damage. hit rate 0.63% among 360,000. AID 588492. protection from H2O2 cell death, % at 20 µM. H9c2 cardiomyocytes, H2O2 injury protection, ATPLite, 2 h;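 active means compounds giving at least 50% protection of heart cells from peroxide-induced death in the single-dose screen, raw or plate-pattern-corrected value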;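 further: 0% = DMSO wells with peroxide and 100% = DMSO wells without peroxide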
TRPM1 prom inh – reduces MITF-dependent TRPM1 promoter luciferase signal | hit rate 0.83% among 330,000 | inhibition, % at 12.5 µM | AID 488899 | SK-MEL-5 TRPM1 promoter luciferase, 24 h;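 active means mean inhibition across replicates of 60% or more, whatever share of single replicates reaches that level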; further: values of inactives mirror those of a sister screen read the other way
m5-HT2A agonist – mouse HTR2A agonism via beta-arrestin recruitment; hit rate 0.66% among 360,000; AID 624169; activation, % at 7.6 µM; P35363; CHO-K1 mHTR2A beta-arrestin complementation, luminescence; percent of 30 µM serotonin response;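 active means activation above a run cutoff, the mean activation of all tested compounds plus 3 SD, cut at about 14% in these data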;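 further: 0% = plate median of compound wells and 100% = 30 µM serotonin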
Target sequence (P35363 whole entry, looked up): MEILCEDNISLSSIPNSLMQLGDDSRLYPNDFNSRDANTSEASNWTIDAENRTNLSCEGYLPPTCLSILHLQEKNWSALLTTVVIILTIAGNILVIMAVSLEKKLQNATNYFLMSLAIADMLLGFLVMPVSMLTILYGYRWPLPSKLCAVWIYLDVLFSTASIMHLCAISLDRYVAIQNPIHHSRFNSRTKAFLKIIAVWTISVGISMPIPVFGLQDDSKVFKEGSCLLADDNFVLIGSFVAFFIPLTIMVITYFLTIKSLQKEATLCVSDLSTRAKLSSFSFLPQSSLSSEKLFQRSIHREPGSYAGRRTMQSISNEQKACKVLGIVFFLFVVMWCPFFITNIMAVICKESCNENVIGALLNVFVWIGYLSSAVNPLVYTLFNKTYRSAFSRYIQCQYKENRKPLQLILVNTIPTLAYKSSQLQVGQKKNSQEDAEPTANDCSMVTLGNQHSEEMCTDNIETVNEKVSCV
An asterisk follows results filed as active; . = not tested or not shown.

The line under a structure holds: NR2E3 ag-2	Cardio protect	CaV13 FRET inh	NR2E3 ag-1	PDI turbidity	HIF-2a block	iPSC survival up	m5-HT2A agonist	Peg3 promoter	TRPM1 prom inh	Shn3 3UTR inh
CCCN1CCN(C(=O)c2ccc3nc(CC)c(CC)nc3c2)CC1
  -5	0	-19	0	-20	12	0.1	2	6	-10	-4
CC1(C)CC(=O)C(CO)=C(c2cccc3ccccc23)C1=O
  4	-1	-6	-8	-4	13	0.6	0	19	2	-5
CCOC(=O)c1cc(NC(=O)c2ccc(C)cc2)c(=O)oc1C(F)(F)F
  3	2	-5	14	18	-40	3.1	-3	-19	-18	-35
Oc1cccnc1SCc1ccccc1
  1	0	-5	-19	10	3	-0.4	0	-64	-18	-6
COC(=O)c1ccc(/C=C/c2c(-c3ccc(OC)cc3)oc3ccccc23)cc1
  3	-19	-11	17	2	-116	-1.2	-3	-43	-11	19
CCn1cnc2sc(C(=O)Oc3cccc(C)c3)c(C)c2c1=O
  1	-6	3	-7	13	-155	-1.1	1	-243	-68	-30
CCc1nc(SCC(=O)c2ccc(C)c(C)c2)n[nH]1
  3	-4	-5	-21	-5	-87	2.8	-1	-61	-17	-23
C/C(=N\Nc1ncc(Cl)cc1Cl)c1ccc(S(=O)(=O)NCc2ccco2)cc1
  0	-4	-6	-137	-5	-233	0.2	-3	-159	-75	-28
CC(C)(C)NC(=O)CSc1nc2scc(-c3ccccc3)c2c(=O)[nH]1
  11	-12	-2	30	6	14	3.2	-2	2	-4	-8
O=C1O/C(=C/c2ccccc2)N=C1c1ccccc1
  1	2	-2	2	-9	-12	0.6	6	3	8	30
C/C=C/C(=O)OCC(=O)Nc1cc(-c2cc(C)c(C)cc2C)nn1-c1ccccc1
  1	-6	-3	-25	12	-3	-1.1	-8	10	11	3
CCCCCCc1cc2cc(-c3nnc(-c4ccccc4O)o3)c(=O)oc2cc1O
  -2	-18	4	28	-2	-4	4.9	0	36	46	9
O=C(NCc1ccccc1Cl)C1CCCN(S(=O)(=O)c2cccc3nsnc23)C1 (stereo unspecified)
  5	1	-9	-5	-9	9	4.1	5	11	-1	33
CCc1ccc(OCCNC(=O)c2cccs2)cc1
  -1	-13	-4	-12	0	-97	-2.2	-7	-67	-8	-3
CC(OC(=O)c1ncc(Cl)c(Cl)c1Cl)C(=O)NC1(C#N)CCCCC1 (stereo unspecified)
  -2	-8	-4	0	4	8	-0.3	-3	8	6	-19
CCOc1ncccc1C(=O)OCc1csc(CC(=O)Nc2ccccc2C)n1
  2	13	-5	-25	2	5	-0.5	9	11	2	0
C#CCOCCOCCOCCNc1nc(N2CCN(C(=O)C([C@@H](C)CC)n3cc(C(N)Cc4ccc(O)cc4)nn3)CC2)nc(N2CCN(C(=O)[C@H](CCC(=O)O)n3cc(C(N)CC(C)C)nn3)CC2)n1 (stereo partly specified)
  -1	6	-5	-7	2	9	1.7	-5	-3	3	-12
Cc1cc(CN2C(=O)c3ccccc3C2=O)cc(N2CCOCC2)c1
  2	5	-7	2	5	-9	0.3	-6	-5	-11	19
Cc1ccc(C(=O)OCC(=O)NCCc2ccccc2)cc1C
  6	-5	-2	-29	5	-3	0.0	4	-8	-3	8
CCOC(=O)CSC1=N/C(=C\c2ccc(OC)c(OC)c2)C(=O)N1C
  -4	7	-5	-7	19	24	1.5	0	0	0	8

A run of entries from the list above, for reference:
The line under a structure holds: NR2E3 ag-2	Cardio protect	CaV13 FRET inh	NR2E3 ag-1	PDI turbidity	HIF-2a block	iPSC survival up	m5-HT2A agonist	Peg3 promoter	TRPM1 prom inh	Shn3 3UTR inh
Cc1ccc(C(=O)OCC(=O)NCCc2ccccc2)cc1C
  6	-5	-2	-29	5	-3	0.0	4	-8	-3	8
CCOC(=O)CSC1=N/C(=C\c2ccc(OC)c(OC)c2)C(=O)N1C
  -4	7	-5	-7	19	24	1.5	0	0	0	8

(next part)
The line under a structure holds: NR2E3 ag-2	Cardio protect	CaV13 FRET inh	NR2E3 ag-1	PDI turbidity	HIF-2a block	iPSC survival up	m5-HT2A agonist	Peg3 promoter	TRPM1 prom inh	Shn3 3UTR inh
CC(=O)C(C)n1cnc2scc(-c3ccc(C)cc3)c2c1=O (stereo unspecified)
  2	21	-5	0	-1	22	0.2	-2	13	-2	14
COc1ccc(/C=N/NC(=O)Cc2n[nH]c(=O)[nH]c2=O)cc1
  -1	-1	-17	12	4	18	-0.9	5	-2	12	-1
O=C(COC(=O)C1(c2cccc(F)c2)CCCC1)NCc1cccs1
  -4	-6	2	3	-9	15	1.1	0	18	0	11
C=CCn1c(COc2ccccc2F)nnc1SCC(=O)NC(=O)NCc1ccco1
  0	3	-8	3	-3	-3	1.5	2	10	9	-15
O=C1C=C(C2OC(CO)C(O)C2O)C(=O)N1 (stereo unspecified)
  .	5	.	-17	.	5	-2.4	5	-6	6	16
CCOC(=O)c1c(NC(=O)CSc2nnc(-c3ccc(OC)cc3)o2)sc2c1CCC2
  -1	-10	-5	-1	-9	19	2.8	4	14	-8	23
CC(C)NC(=O)CSc1nnc(-c2ccc(F)cc2)c2ccccc12
  1	9	7	-6	-7	24	-0.5	-3	31	1	16
Cc1ccc(S(=O)(=O)Nc2nc(C)cc(NN)n2)cc1
  1	9	-7	-4	-4	18	-0.3	-1	2	5	3
C=CCNC(=O)C1CCN(S(=O)(=O)CC)CC1
  1	-5	.	-7	-4	9	2.0	0	6	6	4
CCn1c(N2CCN(C(=O)c3ccco3)CC2)nc2ccccc21
  3	-1	-5	6	-1	13	-0.3	5	-2	3	-17
COc1ccccc1Oc1ccc(S(=O)(=O)N2CCN(C)CC2)cc1
  0	0	-6	4	-6	6	-0.3	-5	-4	3	-14
Cc1nn(Cc2ccccc2)c(C)c1C(=O)NCCN1C(=O)S/C(=C\c2ccccc2)C1=O
  -4	-6	-6	-4	-5	10	0.6	0	3	16	17
O=C(CN1C(=O)NC2(CCCC2)C1=O)OCc1ccccc1
  4	24	-6	-14	1	-6	-0.8	-4	6	2	-26
Cc1ccc(C(=O)N2C3=C(CCCC3)C(=O)NC23CCCCC3)cc1
  -2	8	-19	-12	4	-18	-2.5	1	3	-4	-6
COC(=O)c1ccccc1NCC(=O)c1ccc(OC)cc1
  7	31	-3	-32	-12	-17	0.3	-10	7	7	4
CC(O)c1nc2ccccc2n1CC(=O)N1CCN(c2ccccc2)CC1 (stereo unspecified)
  -1	6	-6	16	7	21	-0.2	6	-12	4	14
COc1cc(C(=O)N2CCN(S(=O)(=O)c3ccc(C(C)C)cc3)CC2)ccc1OCC(=O)N1CCOCC1
  .	6	-3	0	15	3	-1.7	2	0	3	20
CC(C)c1ccc(CN2CCC2(C)C(=O)Nc2cnc3ccccc3c2)cc1 (stereo unspecified)
  .	-10	-6	23	-5	4	-1.3	3	25	.	11
O=C(CSc1ncn[nH]1)NC1CC2CCC1C2 (stereo unspecified)
  3	28	-5	-10	-6	25	4.6	-2	0	3	-5
CC1(C)NC(C)(C)/C(=C\c2cccs2)C(=O)C1=O
  7	10	3	24	3	11	-2.8	-1	-2	-2	1

An excerpt of these results, as tab-separated lines.
compound	NR2E3 ag-2	Cardio protect	CaV13 FRET inh	NR2E3 ag-1	PDI turbidity	HIF-2a block	iPSC survival up	m5-HT2A agonist	Peg3 promoter	TRPM1 prom inh	Shn3 3UTR inh
COc1ccccc1Oc1ccc(S(=O)(=O)N2CCN(C)CC2)cc1	0	0	-6	4	-6	6	-0.3	-5	-4	3	-14
Cc1nn(Cc2ccccc2)c(C)c1C(=O)NCCN1C(=O)S/C(=C\c2ccccc2)C1=O	-4	-6	-6	-4	-5	10	0.6	0	3	16	17
O=C(CN1C(=O)NC2(CCCC2)C1=O)OCc1ccccc1	4	24	-6	-14	1	-6	-0.8	-4	6	2	-26
Cc1ccc(C(=O)N2C3=C(CCCC3)C(=O)NC23CCCCC3)cc1	-2	8	-19	-12	4	-18	-2.5	1	3	-4	-6
COC(=O)c1ccccc1NCC(=O)c1ccc(OC)cc1	7	31	-3	-32	-12	-17	0.3	-10	7	7	4
CC(O)c1nc2ccccc2n1CC(=O)N1CCN(c2ccccc2)CC1 (stereo unspecified)	-1	6	-6	16	7	21	-0.2	6	-12	4	14

(listing goes on)
The line under a structure holds: NR2E3 ag-2	Cardio protect	CaV13 FRET inh	NR2E3 ag-1	PDI turbidity	HIF-2a block	iPSC survival up	m5-HT2A agonist	Peg3 promoter	TRPM1 prom inh	Shn3 3UTR inh
CC[N+](CC)(CC)C/C=C/CN1CCCCC1
  0	-1	-4	10	3	9	0.1	-1	-1	9	-5
CC1CC(NC2=NCCS2)CC(C)(C)C1 (stereo unspecified)
  -2	-6	-16	33	-9	21	-0.4	4	6	5	16
Cc1cc(Cl)c2oc(C(=O)NCCN3CCOC3=O)c(C)c2c1
  -1	1	-3	-27	3	-19	-0.1	4	1	-2	18
CCCCCN(C(=O)CCC(=O)OCCOc1ccccc1)c1c(N)n(CCCC)c(=O)[nH]c1=O
  2	-11	-4	-2	-3	8	0.1	-7	-22	-4	-9
CCc1ccc2[nH]c(O)c(N=NC3=NC(=O)CS3)c2c1
  1	7	-2	20	-3	12	0.2	1	17	3	4
O=C(Oc1ccc2ccc(=O)oc2c1)c1ccccc1
  -2	-7	-12	11	0	18	-0.6	-4	-1	14	4
Cn1c(N)c(C(=O)COC(=O)c2cccc(S(=O)(=O)NCc3ccccc3)c2)c(=O)n(C)c1=O
  .	4	-2	-19	2	7	-0.4	6	-2	-3	8
Cc1cc(C)c(OCC(=O)OCC(=O)NC2CCCCCCC2)c(C)c1
  -3	-2	-2	9	2	12	3.5	-5	2	0	3
O=C(N/N=C/c1ccc(O)c(Br)c1)c1cc2c(ccc3ccccc32)o1
  .	7	-3	-5	0	-8	0.1	2	-22	-17	-15
Cc1ccc(C(=O)OC(C)C(=O)Nc2ccc(S(N)(=O)=O)cc2)cc1S(=O)(=O)N1CCOCC1 (stereo unspecified)
  0	-2	-6	6	-2	1	-0.5	12	15	-8	-11
COCCn1nnnc1C(c1ccccc1)N1CCN(Cc2ccc3c(c2)OCO3)CC1 (stereo unspecified)
  1	4	-5	-15	4	12	-1.6	-3	11	-8	-1
Cc1cc(C)[n+](-c2ccc(Oc3ccccc3)c(S(=O)(=O)[O-])c2)[nH]1
  0	1	-4	19	1	26	0.1	-1	13	8	-17
